From PubChem
Integrin act MD = activators of alpha7 integrin expression for muscular dystrophy; alpha7betagal myoblasts, beta-gal FDG fluorescence, 48 h; Potency, µM (doses to about 38.3 µM), for inactives: at the top dose activation, actives largely listed as activators; 350,000 compounds, 0.064% hits;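 note: potency is the fitted concentration of half-maximal effect; 100% = response of the positive control SU9516; nearly all actives have a fitted effect of over 60% in size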
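alpha7betagal+/- myoblasts (passage 13, 250/well) treated 48 h at 37C with compounds at 1:260 dilution of DMSO stock. Lysed, then beta-galactosidase activity read as FDG fluorescence (ex 480/em 540) after 30 min, with pre-read for autofluorescence.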
uPA generation = cell surface uPA generation inhibition | cell surface uPA generation assay, qHTS | Potency, µM (series often up to 38.3 µM), for the others: at the highest dose activity change, negative = inhibition, usual class: inhibitors | 330,000 compounds, 0.31% hits; active = well fitted inhibition curve with a large enough effect; inconclusive = small, poorly fitted or top-dose-only effect; inactive = no such curve, though single readings can be large or run the other way; tested in mouse RAW 264.7 cells; note: potency is the fitted concentration of half-maximal effect; % is set by controls: 0 for no effect and ±100 for the full control effect; nearly all actives have a fitted effect of over 55% in size
USP2a block = USP2a (human) protease inhibition; O75604; USP2 core, Ub-CHOP2 coupled fluorogenic reporter, 485/531; Potency, µM (series often up to 38.3 µM), without a hit: top-dose activity change, negative = inhibition, actives largely listed as inhibitors; 330,000 compounds, 0.01% hits; AID 463254;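 note: potency is the fitted concentration of half-maximal effect; plate controls were DMSO wells for no effect and full inhibition by NEM control for full effect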
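USP2 core (10nM final) preincubated 30min RT with compound in 20mM Tris-HCl pH 8.0, 2mM CaCl2, 2mM beta-mercaptoethanol, 0.05% CHAPS; 25nM Ub-CHOP2 plus 25nM reporter substrate added, fluorescence (Ex485/Em531) read after 60min.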
BRCA1 expr act = BRCA1 expression activation; Potency, µM (titrated, usually from 46.1 µM), inactives show at the top dose activation, most hits filed as activators; MCF7-BRCA1-FFLuc reporter, luminescence, 48 h; response scale: scaled: vehicle 0%, 10 µM genistein 100%; 380,000 compounds, 1.1% hits; note: potency is the fitted concentration of half-maximal effect; nearly all actives have a fitted effect of over 80% in size; some results filed as inactive show a strong effect at the top dose
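Reporter cells (MCF7, BRCA1 promoter-firefly luciferase) received library compounds across a concentration series for 48 h. End-point luminescence was measured and concentration-effect curves derived after normalization.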
B2AR arrestin = beta2AR (human) beta-arrestin recruitment activity. P07550. beta-arrestin recruitment to beta2AR, cell-based reporter. Potency, µM (top dose mostly 46.1 µM), inactives show at the top dose activation, usual class: activators. 330,000 compounds, 0.02% hits;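 note: potency is the fitted concentration of half-maximal effect; 0% = DMSO controls and full agonism = EC100 isoproterenol or metaproterenol; nearly all actives have a fitted effect of over 65% in size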
Target sequence (P07550 whole entry, looked up): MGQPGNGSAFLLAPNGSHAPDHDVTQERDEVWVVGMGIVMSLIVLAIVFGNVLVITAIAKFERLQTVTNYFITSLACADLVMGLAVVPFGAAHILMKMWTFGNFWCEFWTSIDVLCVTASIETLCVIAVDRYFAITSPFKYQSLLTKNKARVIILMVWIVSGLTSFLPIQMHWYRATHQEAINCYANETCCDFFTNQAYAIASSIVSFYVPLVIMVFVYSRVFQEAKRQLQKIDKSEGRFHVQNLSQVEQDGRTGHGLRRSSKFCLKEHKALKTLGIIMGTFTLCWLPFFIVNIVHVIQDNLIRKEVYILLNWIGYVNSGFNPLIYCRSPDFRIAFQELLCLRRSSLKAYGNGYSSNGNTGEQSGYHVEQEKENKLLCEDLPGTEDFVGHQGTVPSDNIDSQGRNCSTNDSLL
p53 reactivation = mutant p53 re-activation in reporter cells; AID 504706; 320,000 compounds, 0.063% hits; Potency, µM (highest dose often 92.2 µM), for the others: at the top dose activity change, positive = activation, usual class: activators; H1299 p53-A138V BP100-luciferase reporter, luminescence, 24 h; note: potency is the fitted concentration of half-maximal effect; % of control where 0% means no effect; nearly all actives have a fitted effect of over 45% in size
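p53-null H1299 cells stably carrying temperature-sensitive p53-A138V and a BP100-luciferase reporter were pinned with compounds (4-point, 1:5 series) and held 24 hrs at 37 deg C. Luminescence was read 10 min after detection reagent.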
TRPV1 ag = activates the human vanilloid receptor TRPV1; 320,000 compounds, 0.19% hits; AID 540275; activation, % at 8.33 µM; TRPV1-expressing cells, Fluo-8 calcium influx, agonist mode; in the data active = activation above about 80%; inconclusive = between about 30% and that limit; note: 0% is about no effect
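Cells expressing TRPV1 were dye-loaded with Fluo-8 and read kinetically: 10 s baseline, 3 min after compound (agonist portion), then 2 min after EC20 capsaicin (allosteric enhancer portion). Calcium-bound dye fluorescence at 480/520 nm.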
ELG1 genotox = genotoxicity induction in ELG1-luciferase HEK293T cells. Potency, µM (series often up to 46 µM), without a hit: top-dose activity change, positive = activation, actives largely listed as activators. 330,000 compounds, 1.3% hits. HEK293T ELG1-luciferase reporter, luminescence, 16 h; note: potency is the fitted concentration of half-maximal effect; % of control where 0% means no effect; nearly all actives have a fitted effect of over 60% in size
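Step 1: seed 2,000 HEK293T ELG1-luciferase cells per well. Step 2: add compound or DMSO, incubate 16 hr at 37 °C. Step 3: ONE-Glo, 30 min at room temperature, read luminescence.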
Eya2 phos inh = blocks the phosphatase activity of human Eya2; O00167; recombinant Eya2, OMFP fluorescence dephosphorylation (OMFP is methylfluorescein phosphate); Potency, µM (series often up to 76.9 µM), without a hit: at the top dose activity, negative = inhibition, actives largely listed as inhibitors; 330,000 compounds, 0.006% hits; AID 488837; note: potency is the fitted concentration of half-maximal effect; % is set by controls: 0 for no effect and ±100 for the full control effect
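Eya2 (0.2 uM) preincubated 10 min at ambient with compound, then OMFP substrate added at 50 uM; 10 min reaction in 50 mM HEPES pH 7.5, 50 mM NaCl, 5 uM MgCl2, 0.05% BSA, 1 mM DTT. Fluorescence read at Ex 485/Em 525 nm.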
S-ASM inh = blocks human secretory acid sphingomyelinase | 340,000 compounds, 0.006% hits | P17405 | placental ASM, HMU-PC fluorogenic substrate, 60 min | Potency, µM (highest dose often 57.5 µM), without a hit: at the highest dose activity change, negative = inhibition, actives largely listed as inhibitors; note: potency is the fitted concentration of half-maximal effect
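Fluorescence read-out (Ex 386 nm, Em 447 nm) after stopping the reaction at pH 10. Enzyme: ASM from human placenta; substrate HMU-PC0, 9 uM final; 60 min, 37 °C. Compound preincubation 10 min, ambient temperature.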
TSG101-PTAP inh = blocks PTAP/TSG101 interaction to inhibit HIV-1 budding; 340,000 tested, under 10 active; Q99816; Fluorescence polarization, FITC-PTAP peptide / Tsg101 binding; Potency, µM (top dose mostly 115 µM), for the others: at the highest dose activity change, negative = inhibition, hits mostly inhibitors; AID 493005; active = well fitted inhibition curve with a large enough effect in the main read-out, with a control signal flat, not every such curve was filed as active; inconclusive = small, poorly fitted or top-dose-only effect, or effect the other way, or a change in a side signal; inactive = no such curve, though single readings can be large or run the other way; note: potency is the fitted concentration of half-maximal effect; % of control where 0% means no effect
Target sequence (Q99816 whole entry, looked up): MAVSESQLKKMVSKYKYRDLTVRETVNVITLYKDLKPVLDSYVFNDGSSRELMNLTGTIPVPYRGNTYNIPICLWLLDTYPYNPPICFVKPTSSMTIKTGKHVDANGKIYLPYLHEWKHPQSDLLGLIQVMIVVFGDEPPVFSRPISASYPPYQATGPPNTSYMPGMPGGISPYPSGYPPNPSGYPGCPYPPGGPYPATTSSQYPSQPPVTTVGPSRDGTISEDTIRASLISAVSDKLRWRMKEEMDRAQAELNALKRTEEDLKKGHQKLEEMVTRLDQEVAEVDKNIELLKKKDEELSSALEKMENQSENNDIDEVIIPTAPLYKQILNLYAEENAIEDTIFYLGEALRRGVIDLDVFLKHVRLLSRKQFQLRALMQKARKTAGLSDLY
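Fluorescence anisotropy tracks displacement of a FITC-tagged PTAP peptide (50 nM) from the Tsg101 binding domain (10 uM), following a 20 min room-temperature incubation at pH 7.5.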
Active calls of the source: *. Unless noted, calls come from the whole dose curve; as a rule, active = well fitted curve in the direction sought with a large enough effect; inconclusive = small, poorly fitted or top-dose-only effect, or another doubt; inactive = no such curve, though single readings can be large; an effect the other way counts as inactive or inconclusive. No enrichment for hits, and some 2.6% of all compounds hit somewhere here.

For Cc1ccccc1-n1c(=O)c2ccccc2n(CC(=O)NCc2ccco2)c1=O the results were Integrin act MD -18%, uPA generation 10%, USP2a block 1%, BRCA1 expr act -3%, B2AR arrestin -1.0%, p53 reactivation -5%, TRPV1 ag -1, ELG1 genotox 0%, Eya2 phos inh 17%, S-ASM inh 2% and TSG101-PTAP inh -8%.
For CN(CC(=O)Nc1ccc(Cl)cc1)C(=O)CCC1CCCC1 the results were Integrin act MD 5%, uPA generation 2%, USP2a block 0%, BRCA1 expr act 1%, B2AR arrestin 0.2%, p53 reactivation 10%, TRPV1 ag 21, ELG1 genotox 2%, Eya2 phos inh 4%, S-ASM inh 1% and TSG101-PTAP inh -6%.
Screening CCc1c(C)nc2ncnn2c1N1CCC(C(=O)Nc2ccccc2)CC1 returned Integrin act MD 0%, uPA generation 3%, USP2a block -5%, BRCA1 expr act -28%, B2AR arrestin 0.5%, p53 reactivation -2%, TRPV1 ag -1, ELG1 genotox -14%, Eya2 phos inh -11%, S-ASM inh -2% and TSG101-PTAP inh -9%.
Screening COc1ccc(NC(=O)C2CCN(C(=O)c3ccccc3)CC2)cc1OC returned Integrin act MD 0%, uPA generation 9%, USP2a block 2%, BRCA1 expr act 9%, B2AR arrestin -0.4%, p53 reactivation -6%, TRPV1 ag 0, ELG1 genotox 0%, Eya2 phos inh -11%, S-ASM inh 3% and TSG101-PTAP inh -8%.
CN(Cc1ccccc1Cl)C(=O)c1cc2ccccc2o1 was read as Integrin act MD 10%, uPA generation -3%, USP2a block 0%, BRCA1 expr act 52%, B2AR arrestin 0.2%, p53 reactivation 8%, TRPV1 ag 5, ELG1 genotox 6%, Eya2 phos inh -8%, S-ASM inh -2% and TSG101-PTAP inh -6%.
Screening CC(=O)N1CN(C2CCS(=O)(=O)C2)Cc2c1sc1c2CCCC1 (stereo not drawn) returned Integrin act MD -27%, uPA generation 6%, USP2a block 0%, BRCA1 expr act -1%, B2AR arrestin -0.3%, p53 reactivation -5%, TRPV1 ag 1, ELG1 genotox -2%, Eya2 phos inh 2%, S-ASM inh 2% and TSG101-PTAP inh -4%.
`COc1cccc(CC2(CO)CCN(C(=O)NC3CCCCC3)CC2)c1` gave Integrin act MD 2%, uPA generation -1%, USP2a block -9%, BRCA1 expr act -19%, B2AR arrestin 0.2%, p53 reactivation -2%, TRPV1 ag 1, ELG1 genotox -5%, Eya2 phos inh -2%, S-ASM inh 2% and TSG101-PTAP inh -1%.
`CCCn1cnc2c(c1=O)c1nc3ccccc3nc1n2CCC1=CCCCC1` gave USP2a block -1%, B2AR arrestin -0.7%, p53 reactivation -23%, TRPV1 ag 1, ELG1 genotox 3% and Eya2 phos inh -3%.
Screening CN(C)CCCC1(O)c2ccccc2C=Cc2ccccc21 returned Integrin act MD -17%, uPA generation -2%, USP2a block -4%, BRCA1 expr act -1%, B2AR arrestin -0.6%, p53 reactivation -11%, TRPV1 ag 3, ELG1 genotox -1%, Eya2 phos inh 2%, S-ASM inh 4% and TSG101-PTAP inh -3%.
For Cc1cnnn1-c1ccc(C(=O)CCl)cc1 the results were Integrin act MD -5%, uPA generation -5%, USP2a block -2%, BRCA1 expr act 2%, B2AR arrestin -0.5%, p53 reactivation 13%, TRPV1 ag -1, ELG1 genotox 1%, Eya2 phos inh 10%, S-ASM inh 6% and TSG101-PTAP inh -1%.
`Cc1cccc(OCCSc2ncnc3nc[nH]c23)c1` gave Integrin act MD 16%, uPA generation -2%, USP2a block 0%, BRCA1 expr act 3%, B2AR arrestin -1.1%, p53 reactivation 10%, TRPV1 ag 10, ELG1 genotox -6%, Eya2 phos inh -7%, S-ASM inh 2% and TSG101-PTAP inh -7%.
`CC(OC(=O)c1ccc(O)cc1)C(=O)Nc1ccc(Oc2ccccc2)cc1` (stereo not drawn) gave Integrin act MD 9%, uPA generation 2%, USP2a block -2%, BRCA1 expr act -11%, B2AR arrestin -0.1%, p53 reactivation -2%, ELG1 genotox -5%, Eya2 phos inh -6%, S-ASM inh -13% and TSG101-PTAP inh 0%.

Gathered by group, those above containing sulfur.
Screening CC(=O)N1CN(C2CCS(=O)(=O)C2)Cc2c1sc1c2CCCC1 (stereo not drawn) returned Integrin act MD -27%, uPA generation 6%, USP2a block 0%, BRCA1 expr act -1%, B2AR arrestin -0.3%, p53 reactivation -5%, TRPV1 ag 1, ELG1 genotox -2%, Eya2 phos inh 2%, S-ASM inh 2% and TSG101-PTAP inh -4%.
`Cc1cccc(OCCSc2ncnc3nc[nH]c23)c1` gave Integrin act MD 16%, uPA generation -2%, USP2a block 0%, BRCA1 expr act 3%, B2AR arrestin -1.1%, p53 reactivation 10%, TRPV1 ag 10, ELG1 genotox -6%, Eya2 phos inh -7%, S-ASM inh 2% and TSG101-PTAP inh -7%.

Later entries:
Screening CCCC(C)NC(=O)CSCc1ccc(OC)cc1 (stereo not drawn) returned Integrin act MD 26%, uPA generation 4%, USP2a block 9%, BRCA1 expr act -6%, B2AR arrestin 0.2%, p53 reactivation 9%, TRPV1 ag 2, ELG1 genotox -2%, Eya2 phos inh -3%, S-ASM inh -3% and TSG101-PTAP inh -1%.
`COc1ccc(N2C(=O)C3C4C=CC(C4)C3C2=O)c(OC)c1` (stereo not drawn) gave Integrin act MD 7%, USP2a block 4%, BRCA1 expr act 10%, B2AR arrestin -0.5%, p53 reactivation -13%, TRPV1 ag -4, ELG1 genotox -1%, Eya2 phos inh 4%, S-ASM inh 2% and TSG101-PTAP inh -11%.
CC(C)(C)NS(=O)(=O)c1ccc(-c2csnn2)s1 was read as Integrin act MD -20%, uPA generation -2%, USP2a block -13%, BRCA1 expr act 0%, B2AR arrestin 0.4%, p53 reactivation -6%, TRPV1 ag 0, ELG1 genotox -2%, Eya2 phos inh 13%, S-ASM inh -5% and TSG101-PTAP inh -7%.
For O=C(NC(=S)N1CCc2ccccc21)C1CCC1 the results were Integrin act MD 14%, uPA generation -10%, USP2a block 10%, BRCA1 expr act 1%, B2AR arrestin 0.1%, p53 reactivation 3%, TRPV1 ag -1, ELG1 genotox 1%, Eya2 phos inh 13%, S-ASM inh 0% and TSG101-PTAP inh -1%.
CCc1cc2c(=O)c(-c3nc4ccccc4n3C)c(C)oc2c(CN2CCN(CCO)CC2)c1O was read as Integrin act MD 6%, uPA generation -2%, USP2a block 2%, BRCA1 expr act 1%, B2AR arrestin 0.2%, p53 reactivation -3%, TRPV1 ag -4, ELG1 genotox -3%, Eya2 phos inh 1%, S-ASM inh 29% and TSG101-PTAP inh 0%.
`O=C(NCc1ccccc1)C1CC(=O)N(C2CCCCCC2)C1` (stereo not drawn) gave Integrin act MD 11%, uPA generation 1%, USP2a block 0%, BRCA1 expr act 17%, B2AR arrestin -0.8%, p53 reactivation -2%, TRPV1 ag 2, ELG1 genotox -12%, Eya2 phos inh -6%, S-ASM inh 2% and TSG101-PTAP inh -2%.
`Cc1cc(C(=O)CSc2nn(-c3ccccc3)c(=S)s2)c(C)n1Cc1ccco1` gave Integrin act MD -36%, USP2a block 0%, BRCA1 expr act -23%, B2AR arrestin -0.8%, p53 reactivation 10%, TRPV1 ag 2, ELG1 genotox -3%, Eya2 phos inh 15%, S-ASM inh 1% and TSG101-PTAP inh -5%.
Cc1ccc(-c2csc(NC(=O)c3ccccc3F)c2C(=O)O)cc1 was read as Integrin act MD 9%, uPA generation 1%, USP2a block -7%, BRCA1 expr act inconclusive, B2AR arrestin 0.3%, p53 reactivation 19%, TRPV1 ag -4, ELG1 genotox -4%, Eya2 phos inh -7%, S-ASM inh 3% and TSG101-PTAP inh -8%.
For O=C(COc1c(Br)cc(Br)cc1Br)N/N=C/c1ccco1 the results were Integrin act MD -17%, uPA generation -7%, USP2a block 4%, BRCA1 expr act 31%, B2AR arrestin 0.0%, p53 reactivation 1%, TRPV1 ag 0, ELG1 genotox 2%, Eya2 phos inh -3%, S-ASM inh -1% and TSG101-PTAP inh -1%.
O=C(NC1CCN(C(=O)NCc2ccccc2)CC1)c1ccco1 was read as Integrin act MD -14%, uPA generation 0%, USP2a block 4%, BRCA1 expr act -19%, B2AR arrestin 0.2%, p53 reactivation -4%, TRPV1 ag 0, ELG1 genotox -2%, Eya2 phos inh 20%, S-ASM inh 3% and TSG101-PTAP inh -7%.
